Screening data as filed in PubChem.
TrxR1 substrate = substrates of rat thioredoxin reductase 1. Potency, µM (doses to about 114 µM), without a hit: at the highest dose activity change, negative = substrate turnover. AID 588456. purified TrxR1 substrate turnover, NADPH consumption readout. actives 0.01% (n = 390,000). O89049; note: % is set by controls: 0 for no effect and ±100 for the full control effect; nearly all actives have a fitted effect of over 50% in size
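Rat TrxR1, dispensed at 90 nM, was prereduced with 400 uM NADPH (final) for 5 min at ~22 deg C, then incubated with compound 15 min before 400 uM selenite. A first-read NADPH fluorescence drop versus no-compound background flagged substrates.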
RXFP1 ag = RXFP1 (human) receptor agonism; Potency, µM (highest dose often 57.5 µM), for inactives: at the highest dose activation, actives largely listed as activators; Q9HBX9; actives 0.3% (n = 370,000); HEK293T-RXFP1 cAMP TR-FRET, 30 min; response scale: percent of porcine relaxin response, buffer zero; note: % is set by controls: 0 for no effect and ±100 for the full control effect; nearly all actives have a fitted effect of over 60% in size; many of its hits are not listed in these tables
Target sequence (Q9HBX9 whole entry, looked up): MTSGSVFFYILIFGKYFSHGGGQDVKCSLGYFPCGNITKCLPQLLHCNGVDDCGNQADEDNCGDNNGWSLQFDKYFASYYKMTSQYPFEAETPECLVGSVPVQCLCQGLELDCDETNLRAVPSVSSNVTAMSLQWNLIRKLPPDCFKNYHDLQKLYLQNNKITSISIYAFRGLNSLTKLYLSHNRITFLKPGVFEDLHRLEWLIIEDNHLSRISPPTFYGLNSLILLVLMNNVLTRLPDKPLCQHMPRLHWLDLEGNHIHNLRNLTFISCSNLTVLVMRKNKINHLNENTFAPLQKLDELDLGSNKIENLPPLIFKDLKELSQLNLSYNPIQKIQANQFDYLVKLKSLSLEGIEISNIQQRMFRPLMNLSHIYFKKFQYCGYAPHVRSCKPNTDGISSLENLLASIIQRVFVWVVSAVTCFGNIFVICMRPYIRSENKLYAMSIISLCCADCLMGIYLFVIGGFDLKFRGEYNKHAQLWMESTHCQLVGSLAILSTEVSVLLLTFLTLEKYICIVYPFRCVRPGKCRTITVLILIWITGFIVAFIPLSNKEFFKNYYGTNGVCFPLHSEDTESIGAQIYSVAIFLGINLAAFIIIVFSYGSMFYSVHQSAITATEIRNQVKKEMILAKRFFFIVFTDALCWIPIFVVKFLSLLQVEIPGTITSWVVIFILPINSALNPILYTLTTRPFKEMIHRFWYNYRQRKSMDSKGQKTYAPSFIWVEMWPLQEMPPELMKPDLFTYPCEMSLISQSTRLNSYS
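cAMP rise read by TR-FRET after 30 min, 37C compound exposure (up to 58 uM) in RXFP1-transfected HEK293 cells with Ro 20174 present. EC50 from Hill-equation fits, with 29 nM porcine relaxin as 100% and buffer as basal.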
USP1-UAF1 inh = inhibitors of human USP1/UAF1 deubiquitinase; O94782; Potency, µM (doses to about 57.1 µM), inactives show at the top dose activity change, negative = inhibition, most hits filed as inhibitors; actives 0.23% (n = 390,000); recombinant USP1/UAF1, Ub-Rhodamine cleavage fluorescence; note: % is set by controls: 0 for no effect and ±100 for the full control effect; nearly all actives have a fitted effect of over 60% in size; inactives centre near -12
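In this screen, compounds sit with the deubiquitinase complex (1nM) for 15 min at room temperature before Ub-Rho is added at 150nM final. Fluorescence rise is then followed for 6 reads every 60 seconds.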
Vif-APOBEC3G blk = Vif-A3G binding inhibition | Q9HC16 | AID 602310 | Potency, µM (series often up to 46.1 µM), for inactives: at the highest dose activity, negative = active, hits mostly inhibitors | HeLa A3G-eYFP + Vif (tagged APOBEC3G with the HIV-1 protein that degrades it), YFP fluorescence, overnight | actives 0.076% (n = 410,000);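 note: % is set by controls: 0 for no effect and ±100 for the full control effect; nearly all actives have a fitted effect of over 60% in size; hits raise eYFP signal because A3G escapes Vif-driven loss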
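HeLa cells stably expressing Vif and C-terminally eYFP-tagged A3G, seeded overnight at 37 deg C, then exposed to compound by pintool overnight at 37 deg C. Rise in yellow fluorescence (Ex 488/Em 500-530, Acumen) marks blocked Vif-driven A3G degradation.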
RGS4 inh = human RGS4 inhibition | Potency, µM (titrated, usually from 114 µM), for the others: at the highest dose activity change, negative = inhibition, usual class: inhibitors | actives 0.039% (n = 390,000) | P49798 | AID 504845 | Transcreener GDP fluorescence polarization, RGS4-accelerated GTP hydrolysis; note: % is set by controls: 0 for no effect and ±100 for the full control effect; nearly all actives have a fitted effect of over 75% in size; some results filed as inactive show a strong effect at the top dose
Target sequence (P49798 whole entry, looked up): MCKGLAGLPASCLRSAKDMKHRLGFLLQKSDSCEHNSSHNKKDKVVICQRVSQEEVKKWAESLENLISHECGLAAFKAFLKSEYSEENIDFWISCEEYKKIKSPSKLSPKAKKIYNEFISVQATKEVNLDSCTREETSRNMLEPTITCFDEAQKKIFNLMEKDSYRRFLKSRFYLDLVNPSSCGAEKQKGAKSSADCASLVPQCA
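MLSMR compounds (23 nl, pin-transferred) preincubated 10 min at room temperature with a 500nM (2x) first reagent, then RGS4 at 900nM (2x) plus Transcreener GDP mix added; fluorescence polarization (620/688 nm) read before and after 90 min at 30 °C.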
Vif-APOBEC3F blk = inhibitors of Vif-A3F interaction | HeLa A3F-eYFP + Vif (tagged APOBEC3F with the HIV-1 protein that degrades it), YFP fluorescence increase | Potency, µM (series often up to 46.1 µM), without a hit: at the highest dose activity, negative = active | actives 0.2% (n = 390,000) | AID 602313; note: % of control where 0% means no effect; nearly all actives have a fitted effect of over 65% in size
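Fluorescence increase (Ex 488/Em 500-530) after overnight compound treatment at 37 deg C flags inhibition of Vif-driven A3F-eYFP loss in stable HeLa A3F-eYFP/Vif cells seeded overnight beforehand.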
12-LOX inh = blocks human arachidonate 12S-lipoxygenase; Potency, µM (series often up to 108 µM), inactives show at the top dose activity change, negative = inhibition, actives largely listed as inhibitors; purified 12hLO, xylenol orange hydroperoxide absorbance; AID 1671190; actives 1.1% (n = 580,000); P18054; note: % is set by controls: 0 for no effect and ±100 for the full control effect
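Purified human 12hLO (150 nM final) in 25 mM Hepes, 0.01% Triton X-100, pH 7.0 was preincubated 15 min at room temperature with compound. Then 40 uM arachidonic acid was added, 30 min. Hydroperoxide was read by Fe-XO absorbance ratio 573/405 nm.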
TrxR1 inh = rat TrxR1 inhibition | AID 588453 | recombinant rTrxR1, NADPH fluorescence consumption, selenite substrate | Potency, µM (highest dose often 114 µM), for the others: at the highest dose activity change, negative = inhibition, hits mostly inhibitors | O89049 | actives 1% (n = 390,000); note: % is set by controls: 0 for no effect and ±100 for the full control effect; nearly all actives have a fitted effect of over 65% in size
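Rat TrxR1 (90 nM in the dispensed reagent) was pre-reduced with 400 uM NADPH for 5 min at room temperature, then incubated with compound for 15 min. After 400 uM selenite was added, NADPH fluorescence (Ex 340/Em 450 nm) was followed for 8 min.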
IDH1 R132H inh = human IDH1 R132H inhibition; actives 0.093% (n = 390,000); Potency, µM (series often up to 76.6 µM), for the others: top-dose activity change, negative = inhibition, actives largely listed as inhibitors; O75874; IDH1-R132H enzyme, NADPH consumption, diaphorase/resazurin fluorescence; note: % is set by controls: 0 for no effect and ±100 for the full control effect; nearly all actives have a fitted effect of over 65% in size
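IDH1-R132H (0.5 ug/mL) preincubated 30 min with compound, then NADPH (0.016 mM) and alpha-KG (2 mM) added; 80 min at RT, pH 7.5. Remaining NADPH coupled via diaphorase/resazurin to fluorescence (540/590 nm); concentration-response curves normalized to no-enzyme control.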
An asterisk follows results filed as active; u = inconclusive; x = not tested or not shown; [ ] = another dose, or the depositor's remark. Calls come from the whole dose curve; as a rule, active = well fitted curve in the direction sought with a large enough effect; inconclusive = small, poorly fitted or top-dose-only effect, or another doubt; inactive = no such curve, though single readings can be large; an effect the other way counts as inactive or inconclusive. Potency is the fitted concentration of half-maximal effect. Only part of the results is shown, so the mix of outcomes need not match the whole.

1) O=C(NC(Cc1c[nH]c2ccccc12)C(=O)O)c1ccc(F)cc1 (stereo not given)
2) O=C(NN1C(=O)NC2(CCCCC2)C1=O)c1ccc(-c2ccccc2Cl)o1
3) O=C1C2CCCN2C(=O)N1CCN1CCN(CCO)CC1 (stereo not given)
4) CN(C)NC1CC(=O)N(c2ccccc2)C1=O (stereo not given)
5) O=C(NCc1cccs1)C(=O)c1cn(CC(=O)N2CCCC2)c2ccccc12
6) CC1CC(C)CN(C(=O)C(C)N2CCN(S(=O)(=O)c3ccc(Br)s3)CC2)C1 (stereo not given)
7) CCOC(=O)c1c(S(=O)(=O)N2CCCC(C(=O)Nc3cccc(CC)c3)C2)c(C)n(CC)c1C (stereo not given)
8) COc1ccc(S(=O)(=O)N2CCN(C(c3ccccc3)c3ccccc3)CC2)cc1NC(C)=O

assay / compound	1	2	3	4	5	6	7	8
TrxR1 substrate	-2%[57.1 µM]	7%	11%	6%[11.4 µM]	7%[57.1 µM]	1%	-12%[57.1 µM]	2%
RXFP1 ag	-0.3%	0.0%	1.8%	0.4%	0.3%	x	7.5%	u
USP1-UAF1 inh	-25%	-10%	-18%	-6%	-7%	-22%	-2%	-8%
Vif-APOBEC3G blk	0%	-6%	2%	-1%	-3%	1%	-1%	1%
RGS4 inh	-18%	-20%	21%	12%	-29%	-17%	10%	-25%
Vif-APOBEC3F blk	-1%	9%	-9%	2%	1%	5%	1%	-13%
12-LOX inh	-7%	5%	u	-14%	-24%	-18%	u	-11%
TrxR1 inh	0%[57.1 µM]	-5%	12%	8%[11.4 µM]	9%[57.1 µM]	7%	-3%[57.1 µM]	22%
IDH1 R132H inh	7%	3%	0%	2%	2%	1%	-4%	11%

9) COc1ccc(NC(=O)Cn2cnc3ccc(S(=O)(=O)N4CCC(C)CC4)cc3c2=O)c(OC)c1
10) CCOC(=O)CC(NC(=O)Cn1nnc(-c2ccc(C(F)(F)F)cc2)n1)c1ccc(C)cc1 (stereo not given)
11) Cc1ccc(S(=O)(=O)Nc2ccc3nc(C)sc3c2)cc1
12) Cc1nc(NC(=O)C2CCCC2)sc1Cc1ccc2c(c1)OCO2
13) COC(=O)N/N=C(C)\C=C\c1ccco1
14) COc1ccc(C(=O)NC(=S)Nc2nnn(C)n2)cc1
15) O=S(=O)(NCCc1csc(-c2cccnc2)n1)c1ccc2c(c1)OCCO2
16) CC(=O)Nc1ccc(NC(=O)COc2ccc([N+](=O)[O-])cc2)cc1

assay / compound	9	10	11	12	13	14	15	16
TrxR1 substrate	0%	-2%	2%	7%	-12%	-6%[0.457 µM]	2%[57.1 µM]	-6%
RXFP1 ag	-2.8%	1.5%	0.2%	0.8%	0.9%	-1.7%	10%	1.5%
USP1-UAF1 inh	-4%	-7%	-20%	-10%	1%	-14%	-12%	-11%
Vif-APOBEC3G blk	1%	4%	-2%	-11%	2%	-4%	2%	0%
RGS4 inh	18%	10%	19%	-40%	-27%	-11%	-21%	-1%
Vif-APOBEC3F blk	0%	6%	-2%	2%	-2%	-1%	-3%	8%
12-LOX inh	-11%	-16%	x	-29%	-4%	u	1%	1%
TrxR1 inh	5%	1%	12%	11%	40µM*	u	9%[57.1 µM]	8%[57.1 µM]
IDH1 R132H inh	-1%	10%	6%	3%	-1%	-1%	-1%	5%

17) O=C(NCCc1ccccc1)C(=Cc1ccc(C(=O)O)cc1)C(=O)NCCc1ccccc1
18) O=[N+]([O-])c1cc(S(=O)(=O)C(F)(F)F)ccc1Sc1nc2ccccc2s1
19) CC1CCCCC1NC(=O)COc1ccc(-n2cnnn2)cc1 (stereo not given)
20) Cc1cccc(C)c1N1CCN(c2n[nH]c(N)n2)CC1
21) O=C(CN(c1ccccc1)S(=O)(=O)c1ccc(F)cc1)NC1CCCCCC1
22) CCN1CCN(C(=O)c2c(-c3c(F)cccc3Cl)noc2C)CC1
23) Nc1c(C(=O)Nc2ccc(S(=O)(=O)N3CCCC3)cc2)sc2nc3ccc(OC(F)(F)F)cc3cc12
24) C=CCc1ccc(OC(=O)c2ccccc2)c(OC)c1

assay / compound	17	18	19	20	21	22	23	24
TrxR1 substrate	4%[57.1 µM]	-7%	-12%	9%[57.1 µM]	-3%	-8%	-18%	-6%
RXFP1 ag	-1.5%	-1.4%	1.8%	0.7%	-0.7%	-1.3%	2.3%	1.9%
USP1-UAF1 inh	-11%	-6%	-7%	-17%	-8%	-1%	u	-30%
Vif-APOBEC3G blk	-5%	-16%	2%	-7%	0%	2%	u	0%
RGS4 inh	1%	-41%	-14%	-29%	-11%	-23%[11.4 µM]	-13%	-5%
Vif-APOBEC3F blk	2%	2%	-8%	-26%	2%	-2%	22µM*	0%
12-LOX inh	-3%	236%[activator]	0%	1%	12%	0%	u	-6%
TrxR1 inh	20%[57.1 µM]	1.6µM*	13%[57.1 µM]	25%[57.1 µM]	-3%	11%[57.1 µM]	-21%	-3%
IDH1 R132H inh	-6%	23%	2%	-1%	0%	3%	5%	10%

25) COc1cc2c(C#CCCCO)c(-c3ccsc3)oc(=O)c2cc1OC
26) COc1ccccc1CNc1ncnc2c1cnn2-c1ccccc1
27) Cc1ccc(C(=O)COC(=O)c2cccs2)cc1
28) Cc1cc(S(=O)(=O)n2ccnc2)c(Cl)cc1Cl
29) C[C@H]1NC(=O)[C@@]2(C)[C@@H](c3ccccc3)[C@H]3COc4ccccc4[C@@H]3N2C1=O
30) CCCS(=O)(=O)c1nc(S(=O)(=O)c2ccc(C)cc2)c(N2CCCCC2)s1
31) CC(C)CCNC(=O)c1ccccc1SCC(=O)NC1CCCCCCC1
32) Cc1ccccc1C(=O)N1CCC(C(=O)Nc2ccc(S(=O)(=O)N3CCCC3)cc2)CC1
33) Cc1ccc(Nc2ccc(C(=O)N3CCCC3)cn2)c(C)c1
34) CCOc1ccc(/C=N/N2C(=O)C(CC(=O)Nc3ccc(F)cc3F)SC2=NC)cc1OC (stereo not given)

assay / compound	25	26	27	28	29	30	31	32	33	34
TrxR1 substrate	22%[57.1 µM]	-1%	-9%	2%[57.1 µM]	6%[57.1 µM]	x	-10%	-4%	5%[57.1 µM]	-10%
RXFP1 ag	x	0.0%	-0.8%	0.8%	-0.6%	x	-1.4%	-1.0%	-3.1%	0.1%
USP1-UAF1 inh	-23%	u	-6%	-10%	-28%	-27%	-10%	-14%	-22%	-18%
Vif-APOBEC3G blk	7%	u	1%	4%	-3%	-1%	-2%	3%	-1%	u
RGS4 inh	3%	7%	-29%	14%	-3%	x	-42%	-27%[11.4 µM]	-22%[11.4 µM]	-24%
Vif-APOBEC3F blk	7%	-29%	-1%	-5%	-8%	-8%	-11%	1%	-3%	-22%
12-LOX inh	u	2%[57.4 µM]	-9%	-1%	-3%	8%	415%[activator]	-9%	0%	6%
TrxR1 inh	18%[57.1 µM]	33%	0%	7%[57.1 µM]	13%[57.1 µM]	x	3%	6%	-9%	2%
IDH1 R132H inh	2%	6%	0%	-13%	19%	-8%	3%	4%	0%	-4%

Entries of single compounds, looked up by structure:
Listed for Cc1ccccc1C(=O)N1CCC(C(=O)Nc2ccc(S(=O)(=O)N3CCCC3)cc2)CC1 → TrxR1 substrate: -4%; RXFP1 ag: -1.0%; USP1-UAF1 inh: -14%; Vif-APOBEC3G blk: 3%; RGS4 inh: -27%[11.4 µM]; Vif-APOBEC3F blk: 1%; 12-LOX inh: -9%; TrxR1 inh: 6%; IDH1 R132H inh: 4%
Listed for CC(C)CCNC(=O)c1ccccc1SCC(=O)NC1CCCCCCC1 → TrxR1 substrate: -10%; RXFP1 ag: -1.4%; USP1-UAF1 inh: -10%; Vif-APOBEC3G blk: -2%; RGS4 inh: -42%; Vif-APOBEC3F blk: -11%; 12-LOX inh: 415%[activator]; TrxR1 inh: 3%; IDH1 R132H inh: 3%

Another view of 4 compounds above.
The line under a structure holds: TrxR1 substrate | RXFP1 ag | USP1-UAF1 inh | Vif-APOBEC3G blk | RGS4 inh | Vif-APOBEC3F blk | 12-LOX inh | TrxR1 inh | IDH1 R132H inh
[26] COc1ccccc1CNc1ncnc2c1cnn2-c1ccccc1
 : -1% | 0.0% | u | u | 7% | -29% | 2%[57.4 µM] | 33% | 6%
[31] CC(C)CCNC(=O)c1ccccc1SCC(=O)NC1CCCCCCC1
 : -10% | -1.4% | -10% | -2% | -42% | -11% | 415%[activator] | 3% | 3%
[27] Cc1ccc(C(=O)COC(=O)c2cccs2)cc1
 : -9% | -0.8% | -6% | 1% | -29% | -1% | -9% | 0% | 0%
[28] Cc1cc(S(=O)(=O)n2ccnc2)c(Cl)cc1Cl
 : 2%[57.1 µM] | 0.8% | -10% | 4% | 14% | -5% | -1% | 7%[57.1 µM] | -13%
